Screening data from PubChem.
ARNT TACC3 PPI = ARNT/TACC3 interaction disruption | Q9Y6A5 | inhibition, % at 9.99 µM | actives 0.66% (n = 390,000) | AID 623870 | AlphaScreen His-ARNT PAS-B/GST-TACC3 binding, luminescence; TACC3 fragment carries E629A point mutation;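 active = mean inhibition of replicates at least 50% and at least half of replicates each reaching 50%; inconclusive = half or more replicates reach 50% but mean below 50%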;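 also: 0% = complete ARNT plus TACC3 wells and 100% = ARNT alone without TACC3; many hits fall short of the cut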
F508del corr = correctors of CFTR F508del function in bronchial epithelial cells | CFBE cells, YFP halide quenching; stimulated with forskolin plus potentiator P3; % fluorescence drop versus neutral controls | activity (quench increase), % at 7.58 µM | actives 0.36% (n = 350,000) | AID 720511;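 active = mean added fluorescence quench of at least 8% versus neutral control, with both replicates also reaching 8%; inconclusive = only one of the mean or replicate conditions met; inactive = mean below 8% and not both replicates reaching 8%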;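 also: cells transiently co-express mutant CFTR-F508del with the halide-sensitive YFP; corrector assay measuring rescue of mutant channel to the surface after 24 h compound exposure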
Xi reactivation = X-chromosome reactivation activator; XiGFP mouse fibroblasts, % GFP-positive cells imaging, 3 d; cells co-treated with 5-aza-dC sensitizer; scaled so ellipticine positive control = 100%; activation, % at 7.58 µM; actives 0.055% (n = 360,000); AID 743238;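 active = mean normalized replicate activation at least 10% and every replicate at or above 10%; inconclusive = only one of the two criteria met; inactive = mean below 10% and not all replicates reach 10%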;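 also: 0% = median of on-plate neutral control wells and 100% = ellipticine 6 µM median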
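material = 68-5-11 XiGFP fibroblast line | medium = DMEM plus 5-aza-dC sensitizer | schedule = 3 days compound exposure | benchmarks = positive control ellipticine, 6 µM final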
EWS-Fli inh = inhibitors of EWS/Fli oncoprotein transcriptional activity; inhibition, % at 12.6 µM; A673 NR0B1-luciferase reporter, viability-normalised; actives 0.67% (n = 350,000);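 active = mean inhibition of at least 50% after viability correction, with every replicate also passing that limit; inconclusive = mean reaches 50% but only one of two replicates passes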;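 also: firefly luciferase signal divided by Alamar Blue viability fluorescence both relative to DMSO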
INS-1E GSIS act = primary screen for activators of insulin secretion dependent on glucose, INS-1E cells, GLuc reporter luminescence; INS-1E GLuc reporter insulin secretion, 2-3 h; activation, % at 16.6 µM; actives 0.61% (n = 370,000); AID 743287;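 active = lowest replicate activation of at least 40%, so every replicate reaches that level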;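 also: 0% = median of neutral control wells and 100% = median of IBMX positive control wells; some compounds called inactive have numbers as strong as hits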
DENV2 CPE = inhibitors of DENV2 cytopathic effect; actives 1.7% (n = 350,000); AID 651640; CPE inhibition, % at 9.99 µM; DENV2-infected cells, cytopathic effect rescue, plate reader; in the data active = CPE inhibition above about 20%, passing the limit was not always enough; inconclusive = no clear call, values can overlap the other calls; tested in BHK-21 cells;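 also: 0% = median of neutral control wells and 100% = median of positive control wells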
PAX8 reporter = lowers PAX8-driven luciferase in RMG-I cells; RMG-I TPO-luciferase reporter, SteadyGlo, 24 h; inhibition, % at 12.6 µM; actives 1.2% (n = 360,000);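 active = mean replicate inhibition at least 60% with every replicate also reaching 60%; inconclusive = only one of the two criteria is met; inactive = mean below 60% and not all replicates reaching 60%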;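 also: luciferase light reporting Pax8 driven TPO promoter activity; plate controls were median of neutral control wells for no effect and mitoxantrone controls for full effect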
ERp5 inh = ERp5 (human) disulfide isomerase inhibition; Q15084; inhibition, % at 9.99 µM; ERp5 insulin aggregation, absorbance 650 nm, 90 min; actives 0.05% (n = 350,000);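 active = mean replicate inhibition above about 25%, with every replicate also reaching it, limit read from the data, passing the limit was not always enough; inconclusive = only one of those two criteria met; inactive = neither criterion met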
Target sequence (Q15084 whole entry, looked up): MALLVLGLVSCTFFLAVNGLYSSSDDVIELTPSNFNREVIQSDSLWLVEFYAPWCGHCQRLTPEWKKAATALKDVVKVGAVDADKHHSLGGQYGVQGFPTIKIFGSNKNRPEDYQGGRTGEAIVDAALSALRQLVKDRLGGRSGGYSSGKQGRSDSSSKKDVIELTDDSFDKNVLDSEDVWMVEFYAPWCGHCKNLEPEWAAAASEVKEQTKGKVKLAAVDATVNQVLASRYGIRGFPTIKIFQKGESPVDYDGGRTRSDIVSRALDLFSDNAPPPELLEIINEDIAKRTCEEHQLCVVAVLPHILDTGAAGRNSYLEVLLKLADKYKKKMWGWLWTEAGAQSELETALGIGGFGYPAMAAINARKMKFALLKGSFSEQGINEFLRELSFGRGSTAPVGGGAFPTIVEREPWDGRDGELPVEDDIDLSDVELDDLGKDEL
* hit, by the source's call; ? = inconclusive; · = not tested or not shown.

SMILES	INS-1E GSIS act	ERp5 inh	ARNT TACC3 PPI	DENV2 CPE	EWS-Fli inh	Xi reactivation	F508del corr	PAX8 reporter
O=C(COC(=O)c1ccccc1Br)NCCN1C(=O)CSC1=O	25	-11	-12	·	0	0.2	-0.6	3
CCOc1cccc(C(=O)N(Cc2cccc(F)c2)C2CCS(=O)(=O)C2)c1 (stereo not drawn)	35	3	6	-1	-4	0.0	-0.7	3
O=C1OC(Cc2ccccc2)(c2ccccc2)c2ccccc21 (stereo not drawn)	·	-4	·	3	-3	0.3	2.8	11
O=C(CSCc1ccccc1)N/N=C/c1ccc(OCC(=O)N2CCCCC2)cc1	-11	-3	1	0	8	0.2	·	-2
Cc1ccc(OCCCC(=O)NNC(=O)c2ccncc2)cc1	2	1	-8	-4	9	0.0	-2.6	-8
O=C(NCC1COc2ccccc2O1)C1CCCN(S(=O)(=O)c2cccc3cccnc23)C1 (stereo not drawn)	-21	-1	-5	-9	-5	0.2	0.5	21
O=C(NCc1cccs1)C12CC3CC(CC(C3)C1)C2	5	10	-3	2	9	0.2	-2.0	-6
CCCC(=O)c1ccc(OCc2cn(CC(=O)c3ccc(O)cc3)nn2)cc1	9	-3	·	-9	-9	0.0	-5.0	-8

SMILES	INS-1E GSIS act	ERp5 inh	ARNT TACC3 PPI	DENV2 CPE	EWS-Fli inh	Xi reactivation	F508del corr	PAX8 reporter
CCOc1ccc(C(=O)NC(=S)Nc2ccc(NC(=O)CC)cc2)cc1[N+](=O)[O-]	13	·	-11	·	·	0.4	·	-3
C[C@H]1CN([C@@H](C)CO)C(=O)c2cc(NS(=O)(=O)c3cccs3)ccc2O[C@H]1CN(C)Cc1ccc(C(=O)Nc2ccccc2N)cc1	-2	1	·	2	-10	0.0	1.6	21
Cc1nn(CC(=O)c2ccc(Cl)s2)c(C)c1[N+](=O)[O-]	·	7	-5	4	5	0.0	2.7	2
CCNC(=O)C[C@@H]1CC[C@H]2[C@@H](COc3ccc(NC(=O)Nc4cccc(OC)c4)cc3C(=O)N2C)O1	4	·	0	0	-1	0.4	2.2	3
COc1ccc(-c2cnc3c(c2)C(=O)N([C@H](C)CO)C[C@H](C)[C@H](CN(C)S(=O)(=O)c2ccc(C)cc2)O3)cc1	1	8	5	0	7	-1.2	1.5	-11
Cc1noc(C)c1NC(=O)NCC[C@@H]1CC[C@H](NC(=O)Cc2cccnc2)[C@H](CO)O1	3	1	-3	18	6	0.4	-0.6	-4
COc1ccc(NC(=O)Nc2ccc3c(c2)C(=O)N([C@@H](C)CO)C[C@H](C)[C@H](CN(C)C(=O)Nc2ccccc2)O3)cc1	13	-3	-3	7	-7	-0.9	-1.0	·
CC(C)(C)C1CCC(C(=O)Nc2ccccc2N2CCOCC2)CC1 (stereo not drawn)	-11	-10	-18	5	2	-0.1	-2.7	-8

SMILES	INS-1E GSIS act	ERp5 inh	ARNT TACC3 PPI	DENV2 CPE	EWS-Fli inh	Xi reactivation	F508del corr	PAX8 reporter
N#CCC(=O)Nc1sc2c(c1C(N)=O)CCCC2	·	2	-25	11	5	0.0	-2.6	-1
CC(=O)c1ccc(N2CCN(C(=O)CCS(=O)(=O)c3ccc4c(c3)CCN4C(C)=O)CC2)cc1	-5	-5	2	0	-7	0.0	-0.7	18
CCCn1nnc(NC(=O)COc2ccc(C3CCCCC3)cc2)n1	-8	2	15	-5	4	·	2.1	·
Clc1ccc(-c2nnc(CNC3CC3)o2)cc1	-7	-3	-2	3	-7	0.0	0.0	-15
CCOC(=O)C1(CCOC)CCN(C(=O)c2ccccc2-c2cccc(C)c2)CC1	-2	1	-8	5	10	0.1	-5.7	-20
COc1ccccc1-c1cn(CC[C@@H]2CC[C@@H](NS(=O)(=O)c3ccccc3C)[C@H](CO)O2)nn1	-21	3	-8	-2	8	0.2	2.4	31
Cc1nc(-c2ccc(S(=O)(=O)Nc3ccc(S(N)(=O)=O)cc3)cc2)co1	3	2	·	0	·	0.0	1.1	-1
C[C@@H]1CN([C@@H](C)CO)C(=O)c2cc(-c3ccccc3F)cnc2O[C@@H]1CN(C)C(=O)NC1CCCCC1	-13	-10	2	-1	-6	-1.1	0.6	·

SMILES	INS-1E GSIS act	ERp5 inh	ARNT TACC3 PPI	DENV2 CPE	EWS-Fli inh	Xi reactivation	F508del corr	PAX8 reporter
CO[C@H]1CN(C)C(=O)c2ccc(NS(C)(=O)=O)cc2OC[C@@H](C)N(C(=O)C2CC2)C[C@H]1C	4	-1	-1	·	-7	0.0	0.9	-18
Cc1ccc(C(=O)c2ccc(N3CCN(C)CC3)c([N+](=O)[O-])c2)cc1	25	·	12	·	-1	-0.1	·	17
COc1ccc(CN(C)C[C@@H]2OCCCC[C@H](C)Oc3ccc(NC(=O)Nc4ccc(F)cc4)cc3C(=O)N([C@@H](C)CO)C[C@@H]2C)cc1	-15	-4	14	5	1	-0.9	0.4	17
CN(C)CC(=O)N1[C@@H](CO)[C@@H](c2ccccc2)C12CN(Cc1cccnc1)C2	1	-4	·	12	1	0.1	-4.0	6
CC(C)NC(=O)N(C)C[C@H]1Oc2ncc(C#CC3CC3)cc2C(=O)N([C@@H](C)CO)C[C@@H]1C	7	-8	-15	-2	4	0.6	-0.8	15
Cc1ccc(C)c(OC(=O)CN2C(=O)c3ccccc3C2=O)c1	-1	2	-18	-4	13	0.0	-1.1	-34
O=S(=O)(c1ccccc1)N1C[C@@H]2[C@H](c3ccccc31)[C@H](CO)N2Cc1ccc(F)cc1	8	1	-4	-11	19	0.1	1.4	18
CCOCCCNC(=O)Cc1ccc(Br)cc1	6	·	-6	·	·	0.8	·	2

SMILES	INS-1E GSIS act	ERp5 inh	ARNT TACC3 PPI	DENV2 CPE	EWS-Fli inh	Xi reactivation	F508del corr	PAX8 reporter
Cc1[nH]c2ccccc2c1C(=O)C(=O)NC1CC(=O)N(c2ccc(F)cc2)C1 (stereo not drawn)	-10	1	-1	-17	0	0.1	-0.3	3
Cc1ccc(S(=O)(=O)N(C)CC(=O)OCC(=O)Nc2ccccc2)cc1	-5	-3	-4	5	-4	1.5	-0.3	-28
O=C1NC[C@@H](CCCCN2C[C@H](Cc3ccccc3)N(CCc3ccccc3)C(=O)C2=O)N(CCc2ccccc2)C1=O	·	-5	·	3	-4	0.0	2.8	14
CC(C)CCn1c(SC(C)C(=O)NC2CC2)nc2ccccc2c1=O (stereo not drawn)	·	2	-3	1	9	-0.7	-0.2	-2
Cc1ccc2cc(CN(c3ccccc3C)S(=O)(=O)c3ccccc3)c(=O)[nH]c2c1	24	6	-4	-1	4	0.0	2.9	19
O=C(NCC1CCCCC1)[C@H]1[C@H](CO)[C@H]2Cn3c(ccc(-c4ccccc4F)c3=O)[C@@H]1N2	39	1	-2	-8	-10	0.1	-0.3	-1
C[C@@H]1CN([C@H](C)CO)C(=O)c2cc(NS(=O)(=O)c3cccs3)ccc2O[C@@H](C)CCCCO[C@H]1CN(C)C(=O)NC1CCCCC1	-10	1	-7	1	-1	-0.5	-0.4	-6
COC(=O)c1sccc1NC(=S)N1CCN(c2cccc(C)c2C)CC1	-25	·	0	·	·	-0.1	·	-1

SMILES	INS-1E GSIS act	ERp5 inh	ARNT TACC3 PPI	DENV2 CPE	EWS-Fli inh	Xi reactivation	F508del corr	PAX8 reporter
Cc1ccccc1S(=O)(=O)N1C[C@@H](O)COC[C@H]2O[C@H](CC(=O)O)CC[C@@H]21	1	-5	-9	0	7	0.1	-0.1	-19
CC(C)NC(=O)Nc1ccc2c(c1)C(=O)N([C@H](C)CO)C[C@@H](C)[C@@H](CN(C)S(=O)(=O)c1ccc(F)cc1)O2	12	-4	-15	4	5	0.2	-0.1	-11
Cc1nc(SCC(=O)N2CCCc3ccccc32)c2oc3ccccc3c2n1	3	0	-2	-2	1	·	3.2	·
NC(=S)Nc1cccc2[nH]ccc12	-17	-1	-5	2	5	0.0	0.6	-5
COc1cccc(CNC(=O)CCS(=O)(=O)c2ccc3c(c2)CC(C)N3C(=O)C2CC2)c1 (stereo not drawn)	-9	-3	13	-2	4	0.0	3.4	10
C[C@@H]1CN([C@@H](C)CO)C(=O)CCCn2cc(nn2)CO[C@H]1CN(C)CC1CCCCC1	-3	-1	-5	6	0	-0.3	-1.5	·
O=C(NC(Cc1ccccc1)c1nc2ccccc2[nH]1)c1cccc([N+](=O)[O-])c1 (stereo not drawn)	-28	-4	-4	·	-6	0.0	2.3	16
CC(C)(C)c1ccc(-c2cnco2)cc1	6	-6	-9	-1	-8	0.2	-1.8	-2

SMILES	INS-1E GSIS act	ERp5 inh	ARNT TACC3 PPI	DENV2 CPE	EWS-Fli inh	Xi reactivation	F508del corr	PAX8 reporter
Cc1[nH]n(-c2ccccc2)c(=O)c1N=Nc1cccc(S(=O)(=O)N2CCOCC2)c1	7	2	·	-1	10	0.1	-8.9	10
O=C(C[C@H]1CC[C@@H](NC(=O)c2cccnc2)[C@H](CO)O1)NCc1ccncn1	-1	14	-13	0	1	-0.3	-2.7	-9
Cc1ccccc1-c1ccc2c(c1)O[C@@H](CN(C)C(=O)Nc1ccc(C(F)(F)F)cc1)[C@@H](C)CN([C@@H](C)CO)S2(=O)=O	-6	-4	-9	5	24	0.0	-8.1	14
O=C(NCCc1ccc(Cl)cc1Cl)c1ccc2nc[nH]c2c1	-8	21	2	-2	3	0.1	5.5	-15
CCN1C(=O)[C@H]2[C@@H](c3ccc(OC)cc3)N[C@]3(CCCN(Cc4ccc(C)cc4)C3=O)[C@H]2C1=O	-4	-1	·	3	1	0.0	2.4	-17
Cc1ccc(S(=O)(=O)n2cc(CO)c3ccccc32)cc1	39	0	-2	4	22	0.0	5.9	18
COc1ccc(CC(=O)NNC(=O)c2ccccc2)cc1OC	-3	5	-5	18	-8	0.0	-1.5	-15
C[C@@H]1CN([C@H](C)CO)C(=O)c2cc(C3=CCCCC3)cnc2O[C@@H]1CN(C)C(=O)c1cccnc1	-1	·	·	·	5	-0.2	1.2	·

SMILES	INS-1E GSIS act	ERp5 inh	ARNT TACC3 PPI	DENV2 CPE	EWS-Fli inh	Xi reactivation	F508del corr	PAX8 reporter
Cc1ccc(C(=O)Nc2ccc(N3CCOCC3)c3nonc23)cc1[N+](=O)[O-]	40	-10	1	-4	-21	0.0	0.7	-19
O=C(CCCCCN1C(=O)c2cccc3cccc(c23)C1=O)NCCCO	7	-3	13	-3	-5	0.0	0.5	0
Cc1cc(NS(=O)(=O)c2ccc(NC(=O)CCSc3ccc(F)cc3)cc2)nc(C)n1	1	-7	-5	·	-2	-0.2	-1.0	-3
c1nc(NCCN2CCOCC2)c2sc3nc(N4CCOCC4)c4c(c3c2n1)CCC4	13	-73	9	-4	-13	·	0.6	·
Cc1noc(C)c1S(=O)(=O)N(C)C[C@H]1Oc2c(NC(=O)NC3CCCCC3)cccc2C(=O)N([C@H](C)CO)C[C@@H]1C	-5	-8	-2	15	-2	-0.1	1.1	14
Cc1cc(C)n(-c2ccc(C(=O)NCC(c3ccco3)N3CCCC3)cc2)n1 (stereo not drawn)	-2	6	4	-11	-1	0.0	3.9	?
O=C(Nc1cccc(Cl)c1)N[C@H]1CC[C@H](CCNC(=O)C2CCCCC2)O[C@@H]1CO	8	-3	-4	10	-7	0.0	2.2	11
CC(=O)N1CCOc2ccc(S(=O)(=O)N3CCCC(C)C3)cc21 (stereo not drawn)	0	-2	1	-4	·	0.1	0.6	5
COc1ccc(N2C(=O)CC(C)(C)CC2=O)cc1OC	2	1	-9	-1	4	0.1	-1.1	5
C=CCN=C1NC(CCc2ccccc2)C(C(=O)OC)=C(C)N1C (stereo not drawn)	8	-4	·	-4	-1	0.1	-1.2	-11
